From PubChem BioAssay
GALK inhibitor: inhibitors of human galactokinase | 270,000 compounds, 0.007% hits | P51570 | AID 1868 | Potency, µM (highest dose often 57.5 µM), without a hit: top-dose activity change, negative = inhibition, actives largely listed as inhibitors | Purified GALK, Kinase-Glo residual ATP luminescence; further: potency means the concentration at half of the fitted maximal effect; on the % scale 0 is the no-effect control and ±100 the full control effect
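Luminescence from leftover ATP (Ultra-Glo luciferase/luciferin) served as read-out after a 1 h room-temperature reaction of 5 nM GALK with 35 uM ATP and 100 uM galactose.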
TRPV1 agonist: agonists of human vanilloid receptor 1 (TRPV1); activation, % at 8.33 µM; AID 540275; TRPV1-expressing cells, Fluo-8 calcium influx, agonist mode; Q8NER1; 320,000 compounds, 0.19% hits; in the data active means activation above about 80%; inconclusive means between about 30% and that limit; further: 0% is about no effect
Target sequence (Q8NER1 whole entry, looked up): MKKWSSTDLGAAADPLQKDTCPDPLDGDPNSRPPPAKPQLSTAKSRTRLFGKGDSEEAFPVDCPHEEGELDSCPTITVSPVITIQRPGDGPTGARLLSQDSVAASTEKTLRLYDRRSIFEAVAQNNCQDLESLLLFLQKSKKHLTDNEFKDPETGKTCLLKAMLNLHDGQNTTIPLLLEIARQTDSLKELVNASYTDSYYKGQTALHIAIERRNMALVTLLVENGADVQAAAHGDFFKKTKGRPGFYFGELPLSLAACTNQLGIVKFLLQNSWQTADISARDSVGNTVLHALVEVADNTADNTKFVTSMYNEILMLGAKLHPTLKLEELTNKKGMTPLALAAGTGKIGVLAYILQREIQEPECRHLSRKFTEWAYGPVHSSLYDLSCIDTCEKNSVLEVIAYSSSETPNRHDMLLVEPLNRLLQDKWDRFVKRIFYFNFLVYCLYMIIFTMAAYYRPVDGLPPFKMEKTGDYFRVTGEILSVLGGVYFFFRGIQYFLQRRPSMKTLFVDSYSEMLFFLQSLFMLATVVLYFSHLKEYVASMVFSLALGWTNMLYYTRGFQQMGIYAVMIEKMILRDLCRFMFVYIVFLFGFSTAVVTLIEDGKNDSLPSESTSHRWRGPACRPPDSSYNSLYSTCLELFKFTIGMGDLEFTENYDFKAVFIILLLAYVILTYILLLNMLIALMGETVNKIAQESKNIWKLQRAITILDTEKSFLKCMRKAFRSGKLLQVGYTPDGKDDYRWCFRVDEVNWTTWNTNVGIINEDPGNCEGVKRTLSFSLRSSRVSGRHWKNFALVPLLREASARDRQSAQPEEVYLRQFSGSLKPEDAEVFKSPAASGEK
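Cells expressing TRPV1 were dye-loaded with Fluo-8 and read kinetically: 10 s baseline, 3 min after compound (agonist portion), then 2 min after EC20 capsaicin (allosteric enhancer portion). Calcium-bound dye fluorescence at 480/520 nm.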
Coupling enz: coupling enzyme interference in Giardia aldolase counter-screen; activity change, negative = inhibition, % at 58.2 µM, hits read low; coupling enzyme system counterscreen, AmpLite Red fluorescence; 290,000 compounds, 0.67% hits; in the data active means activity change below about -30%; further: on the % scale 0 is the no-effect control and ±100 the full control effect
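Fluorescence at 525 nm excitation and 598 nm emission measured inhibition of the coupled detection system without aldolase. Compounds (at 57.5 uM final) were preincubated 10 min at room temperature with coupling enzyme reagent before a 20 min substrate/AmpLite Red step.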
B2AR arrestin: beta2AR (human) beta-arrestin recruitment activity | beta-arrestin recruitment to beta2AR, cell-based reporter | 330,000 compounds, 0.02% hits | AID 492947 | Potency, µM (series often up to 46.1 µM), for the others: top-dose activation, actives largely listed as activators;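 further: potency means the concentration at half of the fitted maximal effect; 0% = DMSO controls and full agonism = EC100 isoproterenol or metaproterenol; nearly all actives have a fitted effect of over 65% in size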
Giardia kill: Giardia lamblia killing. Giardia lamblia trophozoite viability. activity change, % at 7.66 µM, hits read low. 340,000 compounds, 0.15% hits; in the data active means activity change below about -80%; inconclusive means between about -30% and that limit;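 further: parasites exposed to compound for two days anaerobically before the ATP read; on the % scale 0 is the no-effect control and ±100 the full control effect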
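Luminescence from cellular ATP indicates surviving trophozoites (100 cells/well) following 48 hrs anaerobic compound treatment at 37 deg C; signal develops 15-30 min at room temperature.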
hERG WT inh: inhibitors of human wildtype KCNH2 potassium channel; U2OS, BacMam KCNH2, thallium flux FluxOr; hits give low values; activity change, % at 1.84 µM; Q12809; 340,000 compounds, 0.37% hits; AID 720551;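 active means maximum activity change below -70%; inconclusive means maximum activity change between -70% and -50%; inactive means maximum activity change above -50%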; further: on the % scale 0 is the no-effect control and ±100 the full control effect
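U2OS cells transduced with wild-type KCNH2 virus are loaded with FluxOr dye for 45 min, and thallium flux is measured in kinetic reads before and after stimulation buffer. Rate constants are normalized to DMSO controls.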
CXXC DNA block: MLL CXXC-DNA interaction inhibition | MLL-CXXC / FITC-HOXA9 DNA fluorescence polarization | 290,000 compounds, 0.037% hits | Q03164 | Potency, µM (doses to about 115 µM), without a hit: top-dose activity change, negative = inhibition, usual class: inhibitors; active means well fitted inhibition curve with a large enough effect in the polarisation, with a control signal flat, not every such curve was filed as active; inconclusive means small, poorly fitted or top-dose-only effect, or effect the other way, or a change in a side signal; inactive means no such curve, though single readings can be large or run the other way; the % refers to the polarisation; further: potency means the concentration at half of the fitted maximal effect
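Fluorescence polarization: 7 uM MLL-CXXC (stock) preincubated 5 min with compounds, then 50 nM fluorescein-HOX-A9 DNA (stock) added; 30 min ambient. Buffer 50 mM Tris-HCl pH 7.5, 50 mM NaCl, 1 mM DTT, 0.05% BSA.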
KCNH2 3.1 block: KCNH2 3.1 (human) potassium channel inhibition; U2OS KCNH2 3.1, thallium flux FluxOr; hits give low values; activity change, % (tested at about 1.8 µM); 340,000 compounds, 0.95% hits; AID 720553;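 active means maximum activity change below -70%; inconclusive means maximum activity change from -70% to -50%; inactive means maximum activity change above -50%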;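 further: thallium influx rate constant from kinetic fluorescence after stimulation buffer; on the % scale 0 is the no-effect control and ±100 the full control effect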
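U2OS cells transduced with KCNH2 3.1 mutant virus (1.77 x 10^8 /mL, 4 h), plated overnight at 37 C, loaded 45 min with FluxOr dye plus Red40 quencher. Thallium flux rate constant from kinetic reads after stimulation buffer, normalised to controls.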
PKM2 activator: activators of human pyruvate kinase M2. purified PKM2, Kinase-Glo ATP luminescence, activation; response scale: 0% is enzyme alone, no compound. 260,000 compounds, 0.34% hits. Potency, µM (titrated, usually from 57.5 µM), for inactives: at the highest dose activation, usual class: activators. AID 1631; further: potency means the concentration at half of the fitted maximal effect; on the % scale 0 is the no-effect control and ±100 the full control effect; nearly all actives have a fitted effect of over 55% in size
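Purified hPK-M2 (>95% pure) converted ADP (0.1 mM final) to ATP with 0.5 mM PEP in 50 mM imidazole pH7.2, KCl, MgCl2, Tween 20, BSA; 1 h at room temperature. ATP detected by Kinase-Glo luminescence.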
Menin MLL FP TR: displaces Texas Red mutant MLL peptide from human menin; 270,000 compounds, 0.23% hits; Potency, µM (top dose mostly 61.6 µM), for the others: at the highest dose FP activity change, negative = inhibition, usual class: inhibitors; O00255; Menin + Texas Red MLL mutant peptide, fluorescence polarization; active means well fitted inhibition curve with a large enough effect in the polarisation, with a control signal flat, not every such curve was filed as active; inconclusive means small, poorly fitted or top-dose-only effect, or effect the other way, or a change in a side signal; inactive means no such curve, though single readings can be large or run the other way; the % refers to the polarisation; further: potency means the concentration at half of the fitted maximal effect; % of control where 0% means no effect; many of its hits are not listed in these tables
USP2a block: inhibitors of human ubiquitin-specific protease USP2a; O75604; USP2 core, Ub-CHOP2 coupled fluorogenic reporter, 485/531; Potency, µM (highest dose often 38.3 µM), for inactives: at the top dose activity change, negative = inhibition, usual class: inhibitors; 330,000 compounds, 0.01% hits;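 further: potency means the concentration at half of the fitted maximal effect; plate controls were DMSO wells for no effect and full inhibition by NEM control for full effect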
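Deubiquitinase activity read as fluorescence (485/531 nm) after Ub-CHOP2 cleavage activates the enterokinase reporter on its substrate; USP2 core 10nM, Ub-CHOP2 and substrate 25nM each, 30min compound preincubation then 60min RT; data normalized to NEM, curves fitted.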
* marks the source's active call; other numbers are inactive results; i = inactive; ? = inconclusive; . = not tested or not shown; & = joins results of further samples; [ ] = remark or other dose. Unless noted, the call rests on the fitted dose curve; in most records, active means well fitted curve in the direction sought with a large enough effect; inconclusive means small, poorly fitted or top-dose-only effect, or another doubt; inactive means no such curve, though single readings can be large; an effect the other way counts as inactive or inconclusive.

SMILES	GALK inhibitor	TRPV1 agonist	Coupling enz	B2AR arrestin	Giardia kill	hERG WT inh	CXXC DNA block	KCNH2 3.1 block	PKM2 activator	Menin MLL FP TR	USP2a block
Cn1c2ccccc2c(=O)c2c(=O)n(Cc3ccco3)c(-c3ccc(F)cc3)nc21	-1%	-2	1	-1.0%	-16	-2	3%	0	-1%	.	-1%
CCNC(=O)COn1c(SCC(=O)NCC)nc2ccccc2c1=O	-7%	.	3	-0.2%	-9	0	-1%	-4	-1%	.	1%
CSCCC(N=C1NS(=O)(=O)c2ccccc21)C(=O)NCCc1ccccc1 (stereo unspecified)	4%	2	.	-0.5%	3	6	0%	19	-1%	.	3%
CC(NC(=O)CN1CCN(c2ccccc2F)CC1)c1ccccc1 (stereo unspecified)	0%	12	4	-0.7%	-14	-10	-1%	37	-2%	-5%	1%
COc1ccc(-c2csc(NC(=O)COc3ccc(N(C)S(=O)(=O)c4ccc(C)cc4)cc3)n2)cc1	0%	4	-6	-0.9%	1	-16	1%	-42	-14%	?	1%
Cc1ccccc1C1=NC(C(F)(F)F)(C(F)(F)F)c2c(n(C)c(=O)n(C)c2=O)N1	2%	-4	4	0.2%	5	-1	43%[activator]	13	3%	-14%	-1%
Cc1nc2ncnn2c(C)c1CCC(=O)NCCC1=CCCCC1	0%	3	4	-0.2%	-5	-5	-9%	1	9%	9%	2%
FC(F)(F)c1cc(C(F)(F)F)c2ccc(N3CCN(c4ccc(Cl)cc4)CC3)nc2n1	0%	1	0	0.3%	-8	1	8%	-90*	0%	2%	2%
C(C#CCCCCCCCCC[n+]1ccccc1)#CCCCCCCCCC[n+]1ccccc1	11%	-1	0	-0.2%	-3&-5	2&-4	15%	3&12	0%	32µM*	-14%
N/C(=N\N=C\c1ccc2c(c1)OCO2)c1nonc1N	3%	9	7	-1.7%	-2	-13	4%	-2	-44%	2%	-1%
O=C(c1ccc2nc(-c3ccco3)c(-c3ccco3)nc2c1)N1CCN(c2ncccn2)CC1	0%	-1	.	-0.5%	-7	-1	4%	23	16%	?	0%
N#CC1(NC(=O)COC(=O)CNC(=O)c2sc3ccccc3c2Cl)CCCCC1	.	8	.	-0.2%	11	-10	.	-14	.	.	3%
Cc1cc(-c2ccc(C)c(S(=O)(=O)NCC3CCN(Cc4ccc(F)cc4)CC3)c2)on1	7%	8	5	0.6%	3	-10	-4%	-3	3%	-12%	-1%
CC(C)c1nc(-c2c(N)n(C)c(=O)n(C)c2=O)sc1C(=O)C(C)(C)C	0%	-1	0	0.1%	-10	2	0%	13	-5%	-8%	-2%
C=CCN(CC=C)C(=S)Nc1ccccc1	.	-1	-1	0.1%	5	3	3%	-4	-4%	3%	4%
COc1ccccc1NS(=O)(=O)c1ccc2oc(SCC(=O)N3CCNC3=O)nc2c1	.	2	.	-0.2%	-9	1	.	1	.	.	-3%
CC(NCC(=O)Nc1ccccc1C(=O)NC1CC1)c1ccco1 (stereo unspecified)	.	-2	.	0.3%	2	-1	.	-2	.	.	-2%
CC(NC(=O)CNC(=O)c1cccc(Cl)c1)c1ccccc1 (stereo unspecified)	2%	4	1	-0.1%	3	-1	3%	4	.	41%[activator]	0%
Cc1c(NC(=O)/C(C#N)=C/c2ccc(-c3ccc(Cl)c(Cl)c3)o2)c(=O)n(-c2ccccc2)n1C	-2%	-7	1	-0.1%	-5	-1	-2%	4	2%	18%	6%
CCOc1nc(C)ccc1-c1noc(-c2ccco2)n1	0%	8	0	-0.2%	10	-8	-4%	-8	2%	17%	-2%
CCOc1ccc(Br)cc1CNc1ccc2c(c1)OCCO2	1%	4	-2	-0.4%	12	0	-2%	-22	0%	?	0%
COCC(C)NC(=O)/C(=C/c1ccccc1)c1ccccc1 (stereo unspecified)	-1%	?	5	0.0%	14	.	8%	12	-3%	?	2%
O=C(Cc1n[nH]c(=O)c2ccccc12)OCC(=O)c1ccc(OC(F)F)cc1OC(F)F	.	13	.	-0.9%	-7	15	.	2	.	.	1%
Cc1onc(-c2ccccc2Cl)c1C(=O)NC(=S)Nc1ccccc1C(N)=O	2%	1	6	-0.7%	-2	-5	13%	-3	0%	19%	0%
COc1ccc(CC(NC(C)=O)C(=O)NC2CCN(c3c(Cc4ccccc4)c(C)nc4ncnn34)CC2)c(OC)c1 (stereo unspecified)	3%	-6	12	0.1%	4	14	-1%	-1	-6%	-12%	4%
The list goes on.
SMILES	GALK inhibitor	TRPV1 agonist	Coupling enz	B2AR arrestin	Giardia kill	hERG WT inh	CXXC DNA block	KCNH2 3.1 block	PKM2 activator	Menin MLL FP TR	USP2a block
COC(=O)C1=CN(Cc2ccc(OC)c(OC)c2)C=C(C(=O)OC)C1c1ccc(F)cc1	-4%	-2	0	0.5%	15	0	2%	13	18%	-5%	-1%
COc1ccc(N=Cc2c(O)[nH]c3ccccc23)cc1	-2%	-2	-4	-0.2%	-27	-21	1%	3	1%	?	-1%
COc1cc(NC(=O)COc2ccccc2C)ccc1NC(=O)c1ccco1	-3%	-3	-2	0.1%	-4	-3	-2%	2	-1%	19%	-1%
Cn1c(N)c(C(=O)COC(=O)CCCc2c[nH]c3ccccc23)c(=O)n(C)c1=O	0%	3	-1	-0.7%	-10	17	-6%	12	5%	22%	0%
O=C(NCc1ccccc1)c1ccc(Cl)c(NC2=NC3CS(=O)(=O)CC3S2)c1 (stereo unspecified)	.	1	0	0.1%	38[activator]	-3	.	-45	5%	1%	1%
Cc1ccccc1Nc1scc(-c2ccc(Br)cc2)[n+]1-c1ccccc1C	0%	0	-2	0.0%	4	0	-1%	.	.	3%	3%
Cc1ccc(NC(=O)COC(=O)c2cccc3c(=O)c(C)c(-c4ccccc4)oc23)cc1	1%	14	1	3.3%	35[activator]	i	-14%	8	-23%	5%	-12%
O=C(/C=C/c1cccc(F)c1)N1CCN(c2ncccn2)CC1	8%	-1	-3	-0.1%	0	-22	13%	-1	-1%	-1%	1%
COc1ccccc1C(=O)Nc1ccc2c3c(cccc13)CC2	1%	13	1	-2.1%	6	-6	1%	1	5%	-13%	3%
CCOC(=O)COc1ccc([N+](=O)[O-])cc1	-2%	16	0	-0.5%	5	-10	1%	0	-20%	-6%	0%
CCCOc1ccc(C(=O)NCCN2CCOCC2)cc1	8%	-1	-1	-0.2%	1	-1	13%	-6	0%	5%	-1%
N#C/C(=C\c1ccccc1C(F)(F)F)C(=O)Nc1ccccc1F	-7%	-1	-1	-0.9%	?	-3	-6%	24	0%	0%	-1%
CN1CCN(Cc2nc3ccccc3c(=O)n2Cc2nc(-c3ccc([N+](=O)[O-])cc3)cs2)CC1	1%	3	-4	7.1%	3	25	?	-28	-7%	?	-1%
CCn1c(SCC(=O)N2CCCC2=O)nnc1-c1cccs1	.	1	.	0.5%	-8	0	.	0	.	.	2%
Cc1ccc(S(=O)(=O)Cn2nnnc2C(CC(C)C)N2CCN(c3ccccc3)CC2)cc1 (stereo unspecified)	-4%	3	0	-0.8%	-4	-6	3%	7	0%	14%	0%
Nc1ncnc2c1ncn2CCNCCc1ccccc1	2%	3	1	-1.5%	-3	16	8%	-6	10%	11%	3%
CCOc1ccccc1Nc1nnc(SCC(=O)N(C)C2CCS(=O)(=O)C2)s1 (stereo unspecified)	.	.	.	-0.4%	-13	-4	.	3	.	.	1%
COc1cc2ccccc2cc1C(=O)OCc1nc2ccsc2c(=O)[nH]1	.	-1	.	-0.1%	5	-1	.	13	.	.	0%
CC(C)c1ccc(NC(=O)CSc2nc(=O)n(CCCN3CCOCC3)c3c2CCCC3)cc1	.	1	.	0.1%	-1	31	.	5	.	.	2%
CS(=O)c1ccccc1COC(=O)Nc1cccc(Cl)c1 (stereo unspecified)	.	1	-2	-0.3%	2	-35	-8%	-11	1%	14%	3%
COc1ccccc1NC(=O)C(C)N(C)CCOc1ccccc1 (stereo unspecified)	11%	1	2	0.5%	-11	5	-1%	9	1%	?	-1%
O=c1oc2cc(O[C@@H]3OC[C@@H](O)[C@H](O)[C@H]3O)ccc2c2ccccc12	-5%	0	-1	0.3%	-18	4	2%	15	.	-19%	2%
O=C(CCc1ccccc1)NC(c1cccs1)c1cc(Cl)c2cccnc2c1O (stereo unspecified)	1%	2	2	0.2%	7	2	10%	8	0%	?	-3%
COc1ccccc1Nc1nnc(Cc2ccccc2)c(=O)[nH]1	4%	5	0	0.0%	19	-7	14%	13	-4%	-5%	1%

The list is partial, so the mix of outcomes need not match the whole.
